# SMN2 splice up: qHTS Assay for Enhancers of SMN2 Splice Variant Expression; HEK293 SMN2-luciferase splicing reporter, luminescence, 30-36 h; Potency, µM (doses to about 46.1 µM), for the others: at the highest dose activity change, positive = activation, most hits filed as activators; actives 2.8% (n = 210,000); AID 1458, 2008; further: % of control where 0% means no effect; nearly all actives have a fitted effect of over 55% in size
#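 HEK293 cells carry an SMN2 […]–luciferase reporter in which exon 7 inclusion puts luciferase in frame. Cells were plated 10-12 h before compound addition, then incubated 30-36 h at 37C. ONE-Glo luminescence was read; sodium butyrate at 4.5 mM final served as control.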
# RGS12 GoLoco inh: qHTS Assay for Inhibitors of RGS12 GoLoco Motif Activity (Red Fluorophore); Guanine nucleotide-binding protein G(i) subunit alpha-1 (Homo sapiens), P63096; Gai1:RGS12 GoLoco peptide FP, rhodamine, 10 min; Potency, µM (titrated, usually from 61.6 µM), for the others: top-dose activity, negative = inhibition, actives largely listed as inhibitors; actives 0.44% (n = 230,000); active means well fitted inhibition curve with a large enough effect, not every such curve was filed as active; inactive means no such curve, though single readings can be large or run the other way; further: on the % scale 0 is the no-effect control and ±100 the full control effect; nearly all actives have a fitted effect of over 30% in size; many of its hits are not listed in these tables
# Target sequence (P63096 whole entry, looked up): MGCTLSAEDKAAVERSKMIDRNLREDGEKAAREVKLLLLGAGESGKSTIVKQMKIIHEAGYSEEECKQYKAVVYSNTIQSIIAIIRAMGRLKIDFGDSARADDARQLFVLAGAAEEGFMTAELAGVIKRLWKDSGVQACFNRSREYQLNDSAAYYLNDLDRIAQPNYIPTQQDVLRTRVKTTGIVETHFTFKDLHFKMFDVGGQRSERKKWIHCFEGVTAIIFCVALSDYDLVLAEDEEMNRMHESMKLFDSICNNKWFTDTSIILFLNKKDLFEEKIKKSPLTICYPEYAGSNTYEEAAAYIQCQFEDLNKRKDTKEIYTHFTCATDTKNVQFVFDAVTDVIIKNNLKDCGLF
# TRb-SRC2 inh: qHTS for Inhibitors of the Interaction of Thyroid Hormone Receptor and Steroid Receptor Coregulator 2; Thyroid hormone receptor beta (Homo sapiens), P10828; TRbeta-SRC2 peptide binding, fluorescence polarization; receptor liganded with 1 µM T3; Potency, µM (top dose mostly 106 µM), without a hit: top-dose activity change, negative = inhibition, hits mostly inhibitors; actives 0.065% (n = 280,000); AID 1469, 2008;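 further: plate controls were bound peptide for no effect and peptide without receptor for full effect; nearly all actives have a fitted effect of over 50% in size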
#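 Each compound concentration gave % activity, normalized to unbound and bound Texas Red SRC2 controls, from polarization read after 5 hr ambient incubation with T3-loaded human TRb LBD.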
# TR SRC2 fluor cs: Total Fluorescence Counterscreen for Inhibitors of the Interaction of Thyroid Hormone Receptor and Steroid Receptor Coregulator 2; TRb/SRC2 Texas Red total fluorescence interference; Potency, µM (titrated, usually from 106 µM), inactives show at the top dose fluorescence change, negative = quenching; actives 0.29% (n = 280,000); AID 1479, 2009; active means well fitted curve in either direction with a large enough effect; inconclusive means small, poorly fitted or top-dose-only effect; further: on the % scale 0 is the no-effect control and ±100 the full control effect
#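 Human TRβ ligand-binding domain (0.6 uM) and Texas Red SRC2 peptide (20 nM) in Tris buffer with 1 uM T3 and 5% DMSO were incubated with pinned compound for 5 hr at ambient temperature. Total fluorescence was computed as S + 2P (555/632 nm).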
# RECQ1 inh: qHTS Assay for Inhibitors of RecQ-Like Dna Helicase 1 (RECQ1); actives 0.54% (n = 240,000); ATP-dependent DNA helicase Q1 (Homo sapiens), P46063; Potency, µM (series often up to 57.3 µM), without a hit: at the highest dose activity, negative = inhibition, most hits filed as inhibitors; RECQ1 DNA unwinding, red fluorescence kinetic read;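 further: plate controls were vehicle for no effect and no enzyme for full effect; nearly all actives have a fitted effect of over 30% in size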
# Target sequence (P46063 whole entry, looked up): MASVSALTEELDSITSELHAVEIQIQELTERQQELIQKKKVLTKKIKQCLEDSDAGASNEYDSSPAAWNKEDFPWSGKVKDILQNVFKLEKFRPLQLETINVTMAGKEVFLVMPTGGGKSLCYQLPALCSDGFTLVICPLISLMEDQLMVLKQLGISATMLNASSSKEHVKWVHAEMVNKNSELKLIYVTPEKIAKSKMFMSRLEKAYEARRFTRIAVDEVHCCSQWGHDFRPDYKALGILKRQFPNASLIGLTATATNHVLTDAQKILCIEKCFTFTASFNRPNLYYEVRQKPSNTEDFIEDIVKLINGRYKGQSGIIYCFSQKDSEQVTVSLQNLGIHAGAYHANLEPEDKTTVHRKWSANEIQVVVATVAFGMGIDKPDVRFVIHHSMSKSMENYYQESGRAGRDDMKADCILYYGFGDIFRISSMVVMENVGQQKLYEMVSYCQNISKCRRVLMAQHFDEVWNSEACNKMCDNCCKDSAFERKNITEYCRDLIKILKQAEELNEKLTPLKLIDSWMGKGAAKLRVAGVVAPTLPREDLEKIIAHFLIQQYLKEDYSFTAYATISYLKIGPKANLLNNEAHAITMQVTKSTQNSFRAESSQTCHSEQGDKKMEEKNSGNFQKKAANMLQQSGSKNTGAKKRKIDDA
#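 RECQ1T1 50 nM; forked duplex (20 bp + 30-nt ss tails) 200 nM, ATP 2 mM final; pH 8.0, 2 mM MgCl2, 2.5 ug/ml poly(dI-dC); 15 min compound preincubation; discontinuous kinetic read over 2 h at RT.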
# JMJD2E inh: qHTS Assay for Inhibitors of Human Jumonji Domain Containing 2E (JMJD2E). Lysine-specific demethylase 4E (Homo sapiens), B2RXH2. JMJD2E catalytic domain, FDH-coupled NADH fluorescence (FDH is formaldehyde dehydrogenase). Potency, µM (titrated, usually from 57.1 µM), for the others: top-dose activity change, negative = inhibition, most hits filed as inhibitors. actives 1.6% (n = 230,000). AID 2147, 2009; active means well fitted inhibition curve with a large enough effect, not every such curve was filed as active; inconclusive means small, poorly fitted or top-dose-only effect, or another doubt; inactive means no such curve, though single readings can be large or run the other way;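 further: 0% = wells with enzyme and -100% = buffer wells without enzyme; nearly all actives have a fitted effect of over 50% in size; many of its hits are not listed in these tables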
# Lamin A splicing: qHTS Assay for Modulators of Lamin A Splicing; HeLa LMNA splicing GFP/RFP minigene ratio, 48 h; Potency, µM (highest dose often 46.1 µM), without a hit: at the top dose ratio change, negative = inhibition, most hits filed as inhibitors; actives 0.01% (n = 200,000); AID 1487, 2009; active means well fitted inhibition curve with a large enough effect in the signal ratio, with a control signal flat, not every such curve was filed as active; inconclusive means small, poorly fitted or top-dose-only effect, or effect the other way, or a change in a side signal; the % refers to the signal ratio; further: on the % scale 0 is the no-effect control and ±100 the full control effect
#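 Read-out is the ratio of GFP to DsRed2 object intensity, acquired by 488 nm laser-scanning cytometry on HeLa lamin A-EGFP minigene reporter cells. Compound incubation 48 hrs at 37 °C in Opti-MEM with 2% FBS; DMSO 0.5% final.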
# ALDH1A1 inh: qHTS Assay for Inhibitors of Aldehyde Dehydrogenase 1 (ALDH1A1); Aldehyde dehydrogenase 1A1 (Homo sapiens), P00352; Purified ALDH1A1, NADH fluorescence, propionaldehyde substrate; Potency, µM (series often up to 75.3 µM), inactives show at the top dose activity, negative = inhibition, hits mostly inhibitors; actives 7.3% (n = 220,000); active means well fitted inhibition curve with a large enough effect, not every such curve was filed as active; inconclusive means small, poorly fitted or top-dose-only effect, or another doubt; inactive means no such curve, though single readings can be large or run the other way;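 further: plate controls were no enzyme wells and a reference inhibitor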
# * marks the source's active call; other numbers are inactive results; i = inactive; ? = inconclusive; · = no result given; [ ] = another dose, or the depositor's remark. Unless noted, the call rests on the fitted dose curve; in most records, active means well fitted curve in the direction sought with a large enough effect; inconclusive means small, poorly fitted or top-dose-only effect, or another doubt; inactive means no such curve, though single readings can be large; an effect the other way counts as inactive or inconclusive. Potency means the concentration at half of the fitted maximal effect. Some of the compounds tested (hit frequency here may not be typical).
entry	Structure	SMN2 splice up	RGS12 GoLoco inh	TRb-SRC2 inh	TR SRC2 fluor cs	RECQ1 inh	JMJD2E inh	Lamin A splicing	ALDH1A1 inh
1	Cc1ccc(C)c(C(=O)COc2ncnc3ccccc23)c1	14%	5%	0%	-1%	0%	0%	·	-7%
2	Cc1csc(/C(=N\O)c2csc(C)n2)n1	16%	-11%	3%	3%	-9%	-1%	8%	16%
3	CCOc1ccc(S(=O)(=O)N2CCN(c3ccccc3OC)CC2)c2cccnc12	-16%	12%	10%	3%	i	-3%	?	-8%
4	CC(C)c1ccc(NC(=O)C2CC(=O)N=C(N)S2)cc1 (stereo not given)	?	-2%	6%	2%	-4%	0%	10%	18µM*
5	CC1(C)CC(=O)C2=C(C1)Nc1cc(C(=O)c3ccccc3)ccc1NC2c1ccccn1 (stereo not given)	26%	4%	7%	0%	-1%	0%	-11%	-12%
6	Cc1ccc(-c2csc3nc(CSc4nnc(-c5ccc(Cl)cc5)n4C)[nH]c(=O)c23)cc1	-7%	7%	2%[53 µM]	-1%[53 µM]	?	-3%	?	-9%
7	N#Cc1nc(COc2cccc(Cl)c2)oc1NCc1ccco1	12%	9%	1%	1%	-23%	-1%	5%	-13%
8	CCN1CCN(S(=O)(=O)c2ccc3[nH]c(=O)oc3c2)CC1	-2%	5%	-13%	0%	-1%	-1%	-9%	14%
9	CCN(CC)c1ccc(CNc2nc3ccccc3n2CCN2CCCCC2)cc1	-60%[inhibitor]	1%	6%	-3%	-17%	-2%	?	?
10	CCO/C=C/C(=O)N(C)CCC#N	14%	-3%	3%	1%	i	-8%	7%	-1%
11	CCCC[C@H](CC)CN=C(N)NC(N)=NCCCCCCN=C(N)NC(N)=NC[C@@H](CC)CCCC	-9%[20.6 µM]	4%[21.6 µM]	-1%[53 µM]	-3%[53 µM]	-12%[25.9 µM]	2%[25.5 µM]	?	10%[20.9 µM]
12	O=C(O)/C=C/c1cn(-c2ccccc2)nc1-c1ccc(-c2ccc([N+](=O)[O-])cc2)o1	·	1%	-4%	-8%	-4%	-3%	·	·

# Exported with values under each structure: entries from further up.
# Under each structure – SMN2 splice up | RGS12 GoLoco inh | TRb-SRC2 inh | TR SRC2 fluor cs | RECQ1 inh | JMJD2E inh | Lamin A splicing | ALDH1A1 inh
1) Cc1ccc(C)c(C(=O)COc2ncnc3ccccc23)c1
    14% | 5% | 0% | -1% | 0% | 0% | · | -7%
2) Cc1csc(/C(=N\O)c2csc(C)n2)n1
    16% | -11% | 3% | 3% | -9% | -1% | 8% | 16%
3) CCOc1ccc(S(=O)(=O)N2CCN(c3ccccc3OC)CC2)c2cccnc12
    -16% | 12% | 10% | 3% | i | -3% | ? | -8%
4) CC(C)c1ccc(NC(=O)C2CC(=O)N=C(N)S2)cc1 (stereo not given)
    ? | -2% | 6% | 2% | -4% | 0% | 10% | 18µM*
5) CC1(C)CC(=O)C2=C(C1)Nc1cc(C(=O)c3ccccc3)ccc1NC2c1ccccn1 (stereo not given)
    26% | 4% | 7% | 0% | -1% | 0% | -11% | -12%
6) Cc1ccc(-c2csc3nc(CSc4nnc(-c5ccc(Cl)cc5)n4C)[nH]c(=O)c23)cc1
    -7% | 7% | 2%[53 µM] | -1%[53 µM] | ? | -3% | ? | -9%

# Going on with the list:
entry	Structure	SMN2 splice up	RGS12 GoLoco inh	TRb-SRC2 inh	TR SRC2 fluor cs	RECQ1 inh	JMJD2E inh	Lamin A splicing	ALDH1A1 inh
13	Cc1oc(-c2ccccc2F)nc1CN1CCC(C(=O)NC2CCCCCCC2)CC1	-13%	34%[activator]	5%	-5%	-9%	0%	7%	?
14	O=C(COC(=O)c1cccnc1Cl)c1ccc(Cl)cc1Cl	-5%	15%	8%	-1%	9%	7%	-5%	0%
15	CS(=O)(=O)N(CC(=O)NCC1CCCO1)c1cc(Cl)ccc1Cl (stereo not given)	2%	3%	4%	0%	-4%	4%	-1%	10%
16	CCOc1ccc(C2C=C(c3ccc(F)cc3)Nc3ncnn32)cc1 (stereo not given)	-30%	2%	0%	-2%	-10%	?	-5%	?
17	CN(C(=O)CSc1nnc(Cc2ccccc2F)n1N)C1CCS(=O)(=O)C1 (stereo not given)	10%	7%	-5%	-2%	-5%	-3%	-4%	-2%
18	S=c1nc[nH]c2c1cnn2-c1ccccc1	·	-9%	-3%	-3%	4%	-3%	·	3.2µM*
19	CCOC(=O)c1c(-c2ccc(OC)cc2)csc1NC(=O)CCN1CCOCC1	-7%	-5%	-7%	1%	i	8%	·	?
20	Cc1ccc(N=C2NC(=O)/C(=C/c3cccs3)S2)cc1C	20%	75%[activator]	4%	0%	-1%	10%	?	-4%
21	O=C(CC(c1ccc(F)cc1)c1ccco1)N1CCOCC1 (stereo not given)	-3%	-18%	3%	0%	1%	0%	19%	1%
22	CCCCC(C(=O)NC(=O)NCc1ccccc1)N1C(=O)c2ccccc2C1=O (stereo not given)	-8%	3%	1%	0%	-15%	3%	-3%	10%
23	Cc1ccc(C(OC(=O)c2ccco2)C(=O)NCc2cccs2)cc1 (stereo not given)	-2%	-2%	-2%	0%	2%	1%	1%	-6%
24	Cc1ccc(S(=O)(=O)N2CCCC(NC(=O)N3CCN(c4ccccc4)CC3)C2)cc1 (stereo not given)	-22%	9%	-3%	1%	-3%	4%	-4%	3%
25	COc1ccc(-n2cnnc2SCC(=O)NCc2cccs2)cc1	17%	6%	-6%	0%	1%	1%	16%	7%
26	O=C(Nc1ccc(O)cc1)c1cc(S(=O)(=O)N2CCCC2)ccc1Cl	·	·	-22%	-3%	-12%	?	?	4.5µM*
27	CCOC(=O)c1cccc(NC(=O)CSc2nc3ccccc3c(=O)n2CCOC)c1	-10%	-16%	2%	0%	-11%	0%	-8%	8%
28	S=C(NNc1ccnc2cc(Cl)ccc12)Nc1ccc(Cl)cc1Cl	·	27%	3%	-4%	i	?	·	·
29	Cc1nn(CC(=O)O)c(C)c1[N+](=O)[O-]	·	-6%	12%	0%	5%	5%	-8%[46 µM]	4%
30	C=CCSc1nnc2c(n1)OC=Nc1ccc(Br)cc1-2	18%	-4%	-7%	-5%	-21%	-2%	7%	?
31	CCSc1nnc(NC(=O)CSc2nnc(CNC(=O)c3ccc(OC)cc3)o2)s1	25%	3%	2%	0%	-1%	-8%	1%	?
32	CC(C)(C)n1nnnc1CN1CCSCC1	-16%	-2%	-13%	-1%	-4%	-7%	-6%	25µM*
33	COc1ccc(C2C(C(=O)N3CCCCC3)CC(=O)N2c2ccc(OC)cc2)cc1 (stereo not given)	-3%	-1%	-8%	1%	-11%	1%	2%	14µM*
34	Cc1ccc(OCc2ccc(C(=O)Nc3nc4ccccc4n3Cc3ccccc3)o2)c([N+](=O)[O-])c1	?	0%	2%	2%	i	-12%	7%	1%
35	Cc1csc(NC(=O)c2ccc(Cl)cc2[N+](=O)[O-])n1	11µM*	7%	3%	-1%	-17%	-2%	·	1%
36	O=C1CCC/C(=N/NC(=O)c2sc3ccccc3c2Cl)C1	·	192%[activator]	4%	4%	-20%	?	·	·
37	O=C(NN1C(=O)C2C3C=CC(C3)C2C1=O)c1cccc(Cl)c1 (stereo not given)	2%	-6%	0%	-1%	i	2%	2%	2%
38	CCC1CCc2c(sc3ncnc(N4CCOCC4)c23)C1 (stereo not given)	-13%	-13%	-17%	0%	-16%	?	-2%	-12%
39	Cn1c(SCc2nc3ccccc3c(=O)[nH]2)nc2ccccc21	14%	12%	-3%	-5%	0%	?	?	?
40	CN(C)S(=O)(=O)CC12CCC(CC1=O)C2(C)C (stereo not given)	10%	8%	-13%	1%	i	-2%	-4%	14%
41	Cc1cc(C(=O)Nc2cccnc2Cl)on1	7%	-1%	-4%	-7%	-1%	-5%	-3%	-2%
42	CC(C)C(NC(=O)C1CCC(C(C)(C)C)CC1)C(=O)NCCCN1CCCCC1 (stereo not given)	-37%[inhibitor]	-7%	-10%	-1%	-2%	-4%	25%[9.22 µM]	1%
43	COC(=O)c1ccccc1NC(=O)CN1CCC(C)CC1	-4%	15%	4%	1%	i	1%	12%[46 µM]	?
44	C=C(C)C1CC=C(C)/C(=N\NC(=S)Nc2ccc(C)cc2)C1 (stereo not given)	?	2%	1%	-1%	-7%	0%	?	?
45	CCOc1ccc(OCC)c(NC(=O)c2[nH]c(C)c(C(C)=O)c2C)c1	?	-84%	9%	1%	-3%	-2%	-1%	9%
46	Cn1c(=O)c2c(n3cnnc13)-c1ccccc1CC21CCCC1	-53%[inhibitor]	14%	6%	2%	4%	0%	?	11µM*
47	C[C@@H]1C[C@H](O)c2cc(Cl)ccc2N1	10%	8%	-10%	0%	-2%	0%	12%	5%
48	COCCCNC(=O)c1c(N)n(-c2cccc(S(N)(=O)=O)c2)c2nc3ccccc3nc12	24%	5%	-1%	-2%	-2%	?	-21%	?
49	Cc1cc(=O)n(CC(C)C)c(O)c1C#N	1%	9%	?	3%	-1%	?	-6%	-8%
50	O=C(Cn1cc2c(n1)CCCC2)Nc1cc(-c2cccc(Cl)c2)no1	7%	7%	9%	2%	-6%	1%	1%	-13%

# Screening data from PubChem BioAssay.
